# Bioassay records deposited in PubChem by several laboratories.
# PostGolgi yeast: growth inhibition of a yeast mutant, post-Golgi transport screen; hit rate 0.9% among 98,000; post-Golgi transport phenotypic cell assay; inhibition, % at 10 µM; AID 739;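 also: yeast cells grown in 1536-well plates; yeast grown about 18 h at 30C before absorbance read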
# S1P2 blocker: blocks the human S1P2 receptor. O95136. cell-based S1P2 antagonist assay, inhibition at 5 uM. inhibition, % at 5 µM. hit rate 0.21% among 97,000; in the data active = inhibition above about 45%;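 also: CRE beta-lactamase reporter cells expressing human S1P2 stimulated with S1P; 0% = agonist at EC80 alone and 100% = agonist plus reference antagonist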
# Mac1 fbg inh: CD11b/CD18-fibrinogen binding inhibition; P05107+P11215; K562 CD11b/CD18 adhesion to fibrinogen, ATPlite luminescence; Mn2+ added to activate the integrin; inhibition, % at 10 µM; hit rate 0.54% among 93,000; AID 1497;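 active = primary inhibition of 50% or more at 10 µM, then 40% or more on retest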; also: some results filed as inactive read as strong as hits
# Target sequence (P05107 whole entry, looked up, other chains not shown): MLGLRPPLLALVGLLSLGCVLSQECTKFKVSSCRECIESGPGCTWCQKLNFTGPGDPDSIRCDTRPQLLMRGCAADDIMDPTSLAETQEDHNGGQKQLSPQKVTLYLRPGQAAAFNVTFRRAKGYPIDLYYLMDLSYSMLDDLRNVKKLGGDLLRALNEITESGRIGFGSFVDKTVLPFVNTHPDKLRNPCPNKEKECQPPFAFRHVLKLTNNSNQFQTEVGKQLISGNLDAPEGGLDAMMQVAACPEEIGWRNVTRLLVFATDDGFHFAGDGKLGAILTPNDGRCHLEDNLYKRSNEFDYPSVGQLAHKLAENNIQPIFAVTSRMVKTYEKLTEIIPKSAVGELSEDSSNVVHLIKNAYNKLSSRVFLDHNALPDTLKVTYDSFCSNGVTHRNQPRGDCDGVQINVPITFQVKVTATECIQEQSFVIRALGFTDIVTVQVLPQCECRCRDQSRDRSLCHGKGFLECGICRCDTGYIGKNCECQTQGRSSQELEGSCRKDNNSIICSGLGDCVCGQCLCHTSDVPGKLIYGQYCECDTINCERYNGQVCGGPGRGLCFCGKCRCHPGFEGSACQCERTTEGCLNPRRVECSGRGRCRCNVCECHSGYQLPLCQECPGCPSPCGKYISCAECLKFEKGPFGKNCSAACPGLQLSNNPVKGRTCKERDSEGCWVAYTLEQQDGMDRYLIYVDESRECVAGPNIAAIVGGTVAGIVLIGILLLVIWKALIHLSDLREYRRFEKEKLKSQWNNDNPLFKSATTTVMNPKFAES
# sEH activator: activators of human soluble epoxide hydrolase; AID 717; activation, % at 2 µM; purified human sEH enzymatic activity, activator screen; hit rate 0.04% among 91,000; in the data active = activation above about 37%; also: values of inactives mirror those of a sister screen read the other way
# PostGolgi ctrl: growth of the yeast control strain, post-Golgi counter-screen. efflux-deficient yeast background strain, growth absorbance A615, 16 h. inhibition, % at 10 µM. hit rate 5% among 98,000. AID 738
# Ecoli WT expand: growth inhibitors of E. coli BW25113 wild type. growth inhibition, % at 100 µM. AID 710. hit rate 0.15% among 98,000. OD600 absorbance;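 active = growth inhibition above about 50% at one test dose, limit read from the data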;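 also: growth measured after 20 h incubation at 37 °C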
# sEH inh: soluble epoxide hydrolase (human) inhibition. P34913. recombinant human sEH enzymatic activity assay. inhibition, % at 2 µM. hit rate 0.34% among 91,000; in the data active = inhibition above about 80%; also: values of inactives mirror those of a sister screen read the other way; many of its hits are not listed in these tables
# PLAP act: activates human placental alkaline phosphatase; hit rate 1.2% among 96,000; AID 696; purified PLAP enzyme, luminescent substrate read-out; stronger effect = higher value; activation fold at 20 µM; in the data active = activation fold above about 2
# S1P2 ag: activates the human S1P2 receptor; hit rate 0.46% among 97,000; activation, % at 4.5 µM; AID 729; S1P2-expressing cell line, agonist reporter read-out; O95136; in the data active = activation above about 16%;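 also: 0% = vehicle low control and 100% = maximal reference agonist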
# Starred values were filed as active, the others as inactive; / = no result given. Rule as the data show it, unless noted: active = inhibition above about 30%; inactive = the rest.
SMILES,PostGolgi yeast,S1P2 blocker,Mac1 fbg inh,sEH activator,PostGolgi ctrl,Ecoli WT expand,sEH inh,PLAP act,S1P2 ag
COc1cc(CN2CCC(C(=O)N3CCC(C)CC3)CC2)cc(Br)c1O,-10,-7,4,28,5,7,-28,1.6,-3
Cc1cc(C)n(Cc2ccc(NC(=O)c3c([N+](=O)[O-])c(C)nn3C)cc2)n1,3,-6,11,-2,1,9,4,1.4,-5
COc1cccc(C(=O)N2CCN(Cc3cc(Br)ccc3OC)CC2)c1,/,-25,/,-7,/,/,7,/,-4
COc1ccc(C(=O)Nc2ccc3c(c2)nc(CCNC(C)=O)n3C)cc1,-9,-27,-11,-4,0,4,3,0.9,0
O=C1Nc2ccccc2OC1CC(=O)N1CCCC1 (stereo not drawn),3,/,3,/,9,4,/,1.1,/
Cc1cc(=O)[nH]c(-n2nc(C)c(Oc3ccccc3O)c2C)n1,11,20,-20,-10,0,-15,10,1.3,-1
COC(=O)c1c(C(=O)OC)c(C)n(Cc2ccco2)c1C,1,-2,5,-2,12,3,2,1.1,-1
Cc1ccc(CSc2nnc(Nc3ccc(C)cc3)s2)cc1,-3,-11,-27,-7,0,-5,4,0.9,-4
COC(=O)C1=C(C(C)=O)C(c2ccc(C)cc2)n2nnnc2N1 (stereo not drawn),0,7,-13,8,5,-6,-7,1,-3
COC(=O)C1=C(C(=O)c2ccccc2)C(c2ccc(O)c(OC)c2)n2nnnc2N1 (stereo not drawn),0,-9,-12,-13,8,5,12,1,-6
CCOc1cc(S(=O)(=O)N2CCC(c3nc4ccccc4s3)CC2)c(OCC)cc1S(=O)(=O)N1CCCCC1,-2,7,/,0,-4,-3,3,1.1,-7
CCOC(=O)c1cc(=O)cc(C(=O)OCC)o1,5,11,-17,7,0,6,-7,0.9,-4
O=C(Cn1c(=O)n(-c2ccccc2)c(=O)n1CC(=O)N1CCCCC1)N1CCCCC1,18,14,-19,6,-4,-1,-6,1.2,-7
O=C(CCc1ccccc1)Nc1c(F)c(F)c(F)c(F)c1F,12,10,-2,7,2,-2,-7,0.8,-5
COc1cccc(N2CCN(C(=S)NCCc3ccccc3)CC2)c1,-8,-9,-18,-13,-2,-7,13,1,-2
O=C(COC(=O)Cn1[nH]c(=O)c2ccccc2c1=O)Nc1ccc2c(c1)OCO2,-6,/,-5,/,0,0,/,0.8,/
CC1CCCCN1C(=O)c1ccc(S(=O)(=O)N2CCCCC2C)cc1 (stereo not drawn),11,4,-6,-7,-7,6,7,1.2,-5
COC(=O)C1CCN(C(=O)CN2C(=O)NC(CCc3ccccc3)C2=O)CC1 (stereo not drawn),21,0,-20,-14,-1,-9,12,1,-6
COc1ccc(C2CC(=O)Nc3sc(=N)c4c(N)c(C#N)c(N)nc4c32)cc1OC (stereo not drawn),-2,-38,14,-9,24,-7,12,1,7
CCn1c(SCC(=O)NC(=O)NCc2ccco2)nc2sc(C)c(C)c2c1=O,7,-10,9,-4,15,-15,2,1.1,-5
CCOC(=O)CSc1nnc2n1C(C)(C)Cc1ccccc1-2,14,2,/,-6,-2,-2,4,/,-1
COc1ccccc1CC(=O)Nc1cc(Cl)ccc1O,-6,6,3,10,4,4,-8,1,2
O=C(O)CCC(=O)N(Cc1ccco1)c1nc(-c2ccccc2)cs1,3,3,7,-7,-3,3,8,1,-2
COc1ccccc1N1CCN(CC(=O)Nc2ccc(CN3CCCCC3)cc2)CC1,-6,22,-5,-4,-4,5,2,1.4,0
CCOc1ccc(NC(=O)CCSc2nc3c(c(CC)c2C#N)C(=O)CC(C)(C)C3)cc1,12,-14,3,-13,1,0,16,0.9,-2
CC1(C)CC(=O)C(C=NCCN2CCN(C(=O)CC3CCCC3)CC2)=C(O)C1,1,11,-13,-3,5,-2,3,1.6,-4
Cc1cc(C(=O)OCC(=O)Nc2ccc(F)c(F)c2)c(C)o1,2,-4,-36,-9,8,-10,8,0.8,-1
CCCCOc1cccc(C(=O)N(Cc2cccs2)C2CCS(=O)(=O)C2)c1 (stereo not drawn),5,19,-4,-3,12,-2,2,1.4,1
Cc1cc(C(=O)CSc2nc3ccccc3c(=O)n2C)c(C)n1Cc1ccc2c(c1)OCO2,7,4,98,/,16,-4,/,1.3,-3
COc1ccccc1OCCCCNCCO,19,-14,-24,-9,-4,2,10,0.9,-5
C=CCOc1nc2c(c(=O)n(Cc3ccc(Cl)c(Cl)c3)c(=O)n2C)n1C,/,-5,/,-8,/,/,8,/,-4
O=C(OCc1nc2ccccc2s1)c1cccc(S(=O)(=O)N2CCOCC2)c1,1,1,-9,9,-5,-13,-9,1,-6
COc1cc([N+](=O)[O-])ccc1NC(=O)CCCOc1cccc(C)c1C,-4,-8,23,-2,2,-6,2,1,-6
CSc1c(-c2ccccc2)nc2ccc(Cl)cc2c1C(=O)O,-2,-9,1,-36,-3,-1,36,1,-5
COc1cc(C2NC(=S)NC(c3ccccc3)=C2C(C)=O)cc(Cl)c1OCC(=O)O (stereo not drawn),-4,-12,/,2,0,-1,0,1.1,-9
CC1CCC(NC(=O)C2CCN(C(=O)NC3CCCCC3)CC2)CC1 (stereo not drawn),17,18,26,-13,3,3,12,1.2,-6
CCC(C)NC(=O)C(NS(=O)(=O)c1cccc2nsnc12)c1ccccc1 (stereo not drawn),-3,9,/,6,1,-1,-7,1.1,-6
CCCCNC(=O)NS(=O)(=O)c1ccc(C(=O)OC)o1,-9,-6,-11,15,26,4,-9,0.9,-7
Cc1cccc(OCc2nnc(NC(=O)c3cccs3)s2)c1,6,1,-3,-5,25,-23,3,1,2
Cc1nn(CCO)c(C)c1Oc1ccccc1O,-11,11,-12,1,17,-1,-3,0.8,-6
Cc1noc(C)c1CSCC(=O)Nc1nc2ccc(Oc3ccccc3)cc2s1,-7,9,31,-3,56*,-31,5,1.4,-10
O=C(/C=C/c1ccc(Cl)cc1Cl)c1cccnc1,-1,-16,-22,1,7,24,0,1,-1
COc1ccc(C(c2nnnn2CS(=O)(=O)c2ccc(C)cc2)N2CCN(Cc3ccccc3)CC2)cc1 (stereo not drawn),/,-7,/,7,/,/,-11,/,-1
Cc1ccc(C(=O)OCCN2CCN(c3ncc(C(F)(F)F)cc3Cl)CC2)cc1,-2,8,53,-28,10,-3,27,1.1,-10
CC(C)CC(=O)NN1CCCCC1,9,-6,-1,-7,3,4,8,0.8,-1
CC(C)(C(=O)c1ccccc1)/[N+]([O-])=C/c1ccc(Br)cc1,/,3,/,13,/,/,-10,/,-2
Cc1ccc(-n2nnc3c(=O)n(CC(=O)OCc4ccccc4)cnc32)cc1,-4,-3,-3,-7,16,-5,6,0.9,-3
O=C(CNS(=O)(=O)c1cccs1)N1CCCC1,3,/,-12,/,7,-7,/,0.9,/
CCOC(=O)N1CCN(C(=O)CN(c2ccc(OC)cc2)S(C)(=O)=O)CC1,/,-3,/,-5,/,/,6,/,-4
Cc1nc2ncnn2c(C)c1CCC(=O)NCc1ccc2c(c1)OCO2,1,5,-8,-30,18,-1,29,1,-7
CC1Cn2c(nc3sc4c(c3c2=O)CCC4)N1CCO (stereo not drawn),4,/,-5,/,8,-4,/,1.5,/
CCOC(=O)c1[nH]c(C)c(C(=O)N2CCN(c3ccccc3)CC2)c1C,-2,7,-15,/,7,11,/,1.3,-4
O=C(CN1CCCCC1)Nc1nnc(-c2ccc([N+](=O)[O-])cc2)s1,-6,7,/,-6,13,-9,5,1.2,-3
CCOC(=O)c1cccc(S(=O)(=O)N(CCO)Cc2cc3cc(OC)ccc3[nH]c2=O)c1,-3,7,6,1,1,-7,-1,1.2,-4
CCC1Oc2ccccc2N(CC(=O)NCCN2CCc3ccccc3C2)C1=O (stereo not drawn),-6,-16,-3,4,29,7,-2,1.3,-4
O=C(Nc1nc2ccc(S(=O)(=O)N3CCCCC3)cc2s1)c1cccnc1,4,-27,10,-1,20,-4,1,1.4,-3
COc1ccccc1CNS(=O)(=O)c1ccc2[nH]cc(C(=O)O)c(=O)c2c1,-2,6,/,1,4,1,-1,1.1,-4
CCCc1nc2c(sc3nc4c(cc32)COC(C)(C)C4)c(=O)n1Cc1ccco1,-2,-4,5,-1,-1,-1,-4,0.9,-3
CCOc1ccc2c(c1)-c1c(ssc1=S)C(C)(C)N2,7,-5,2,18,31*,-13,-17,0.8,0
O=C(c1ccc(=O)n(Cc2ccccc2)n1)N1CCN(C/C=C/c2ccccc2)CC1,4,15,17,-1,11,11,-1,1.5,-3

# A stretch from further up:
SMILES,PostGolgi yeast,S1P2 blocker,Mac1 fbg inh,sEH activator,PostGolgi ctrl,Ecoli WT expand,sEH inh,PLAP act,S1P2 ag
Cc1ccc(-n2nnc3c(=O)n(CC(=O)OCc4ccccc4)cnc32)cc1,-4,-3,-3,-7,16,-5,6,0.9,-3
O=C(CNS(=O)(=O)c1cccs1)N1CCCC1,3,/,-12,/,7,-7,/,0.9,/
CCOC(=O)N1CCN(C(=O)CN(c2ccc(OC)cc2)S(C)(=O)=O)CC1,/,-3,/,-5,/,/,6,/,-4
Cc1nc2ncnn2c(C)c1CCC(=O)NCc1ccc2c(c1)OCO2,1,5,-8,-30,18,-1,29,1,-7
CC1Cn2c(nc3sc4c(c3c2=O)CCC4)N1CCO (stereo not drawn),4,/,-5,/,8,-4,/,1.5,/
CCOC(=O)c1[nH]c(C)c(C(=O)N2CCN(c3ccccc3)CC2)c1C,-2,7,-15,/,7,11,/,1.3,-4
O=C(CN1CCCCC1)Nc1nnc(-c2ccc([N+](=O)[O-])cc2)s1,-6,7,/,-6,13,-9,5,1.2,-3
CCOC(=O)c1cccc(S(=O)(=O)N(CCO)Cc2cc3cc(OC)ccc3[nH]c2=O)c1,-3,7,6,1,1,-7,-1,1.2,-4
CCC1Oc2ccccc2N(CC(=O)NCCN2CCc3ccccc3C2)C1=O (stereo not drawn),-6,-16,-3,4,29,7,-2,1.3,-4
O=C(Nc1nc2ccc(S(=O)(=O)N3CCCCC3)cc2s1)c1cccnc1,4,-27,10,-1,20,-4,1,1.4,-3
COc1ccccc1CNS(=O)(=O)c1ccc2[nH]cc(C(=O)O)c(=O)c2c1,-2,6,/,1,4,1,-1,1.1,-4
CCCc1nc2c(sc3nc4c(cc32)COC(C)(C)C4)c(=O)n1Cc1ccco1,-2,-4,5,-1,-1,-1,-4,0.9,-3
CCOc1ccc2c(c1)-c1c(ssc1=S)C(C)(C)N2,7,-5,2,18,31*,-13,-17,0.8,0

# (cont.)
SMILES,PostGolgi yeast,S1P2 blocker,Mac1 fbg inh,sEH activator,PostGolgi ctrl,Ecoli WT expand,sEH inh,PLAP act,S1P2 ag
COc1ccc(OC)c(C(c2nnnn2CCc2ccccc2)N2CCN(c3ccccc3)CC2)c1 (stereo not drawn),-8,27,4,-6,14,-18,4,1.6,-7
COC(=O)[C@H](CCSC)NC(=O)NCc1ccc(S(N)(=O)=O)cc1,5,12,-16,-4,6,-1,3,0.9,-4
COc1ccc(C(c2nnnn2Cc2ccccc2)N2CCN(C(=O)c3ccco3)CC2)cc1 (stereo not drawn),-6,4,-9,4,4,9,-4,1.4,-3
COC(=O)c1ccc(Oc2c(C)oc3c(CN4CCN(C)CC4)c(O)ccc3c2=O)cc1,5,-4,-5,-4,3,10,5,1.3,-1
COc1ccc(CCNC(=O)COc2ccc(S(=O)(=O)N3CCOCC3)cc2)cc1,-4,-1,0,10,-3,3,-7,1.2,-8
